phage Ecoli inh = growth loss of phage-infected E. coli, primary screen, RecBCD inhibitor project, absorbance, with phage, HTS; AID 651602, 2012; inhibition, % at 11.9 µM; 360,000 tested, 0.26% active; in the data active = inhibition above about 11%
SR-BI DiI inh = inhibitors of SR-BI mediated HDL lipid uptake, primary screen, ldlA[mSR-BI] cells, fluorescence, single point; Scavenger receptor class B member 1 (Mus musculus), Q61009; ldlA[mSR-BI] CHO cells, DiI-HDL uptake fluorescence, 3 h; inhibition, % at 12.5 µM; 320,000 tested, 0.96% active;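 active = mean replicate inhibition of at least 70% and a set share of replicates each scoring 70 or more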;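 note: 0% = median of neutral control wells and 100% = median of positive control wells; values of inactives mirror those of a sister screen read the other way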
Target sequence (Q61009 whole entry, looked up): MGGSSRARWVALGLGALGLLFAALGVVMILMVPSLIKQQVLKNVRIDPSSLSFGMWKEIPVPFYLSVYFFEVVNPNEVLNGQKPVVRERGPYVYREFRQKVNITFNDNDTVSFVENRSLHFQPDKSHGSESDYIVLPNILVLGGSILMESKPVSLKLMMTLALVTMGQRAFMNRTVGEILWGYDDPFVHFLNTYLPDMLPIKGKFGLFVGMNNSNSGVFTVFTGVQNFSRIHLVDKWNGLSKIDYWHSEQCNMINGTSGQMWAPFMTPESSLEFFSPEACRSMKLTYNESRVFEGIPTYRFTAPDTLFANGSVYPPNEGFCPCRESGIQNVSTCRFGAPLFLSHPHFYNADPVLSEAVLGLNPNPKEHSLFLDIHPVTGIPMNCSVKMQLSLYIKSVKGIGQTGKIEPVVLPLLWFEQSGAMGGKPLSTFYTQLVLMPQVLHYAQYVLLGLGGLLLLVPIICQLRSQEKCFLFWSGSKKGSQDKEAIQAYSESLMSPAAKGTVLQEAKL
Ecoli viability = E. coli V3065 growth inhibition, primary screen, counter-screen for AddAB inhibitor project, absorbance, OD600 | 18 h | inhibition, % at 11.9 µM | 330,000 tested, 0.27% active;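 active = inhibition above the campaign's mean inhibition across all tested compounds plus 3 SD, cut at about 9.9% in these data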;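 note: uninfected addAB+ strain grown without phage in ampicillin broth; 0% = DMSO wells and 100% = ciprofloxacin 0.95 µg/ml wells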
MITF act = activators of MITF-driven TRPM1 promoter reporter, primary screen, cell-based, SK-MEL-5, luciferase, single point; SK-MEL-5 TRPM1-promoter luciferase, 24 h; % of positive control, neutral wells = 0; activation, % at 12.5 µM; 300,000 tested, 0.75% active;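 active = mean activation of at least 80% with every replicate also reaching 80%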;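 note: 0% = neutral control wells and 100% = parthenolide positive control wells; values of inactives mirror those of a sister screen read the other way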
CAL PDZ FP-1 = untagged CAL PDZ binding inhibitors, primary screen, biochemical, fluorescence polarization, HTS; purified CAL PDZ, TMR-peptide fluorescence polarization, 1 h; 300,000 tested, 0.92% active; inhibition, % at 24.9 µM; AID 602252, 2012;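 active = mean inhibition of at least 30% with at least half of replicates also reaching 30%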;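 note: 0% = DMSO neutral control and 100% = excess unlabeled competitor peptide PRC23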
Tat transport = E. coli Tat export inhibitors, primary screen, MC4100, TorA-mCherry reporter, fluorescence, single point | 340,000 tested, 0.036% active | inhibition, % at 10 µM;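 active = mean replicate inhibition at least 50% and at least half of replicates individually reaching 50%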;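 note: exported cargo escapes ClpAP degradation while cytoplasmic cargo is degraded and loses fluorescence; 0% = median of neutral control wells and 100% = median of NaSCN control wells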
CAL PDZ FP-2 = CAL PDZ peptide-binding inhibitors, primary screen, biochemical, fluorescence polarization, Cer-tagged CAL PDZ, HTS | inhibition, % at 20 µM | Golgi-associated PDZ and coiled-coil motif-containing protein (Homo sapiens), Q9HD26 | 330,000 tested, 0.02% active | AID 504414, 2011 | purified CAL PDZ, TMR-peptide fluorescence polarization, 1 h;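 active = highest replicate inhibition of at least 40%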;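 note: plate controls were DMSO neutral control wells for no effect and unlabeled competitor peptide control wells for full effect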
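System: tagged CAL PDZ domain. Schedule: 1 h room-temperature incubation prior to read. Signal: fluorescence polarization (mP). Measure: percent inhibition from loss of millipolarization.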
Wnt bcat act = Wnt/beta-catenin pathway activators, primary screen, cell-based, plate reader, single point; AID 743398, 2014; Wnt/beta-catenin reporter cell assay, activator; 300,000 tested, 1.2% active; activation, % at 9.35 µM; in the data active = activation above about 30%, passing the limit was not always enough;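 note: 0% = neutral control wells and 100% = positive control wells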
AddAB inh = growth inhibition of E. coli expressing H. pylori AddAB, primary screen, AddAB inhibitor project, absorbance. inhibition, % at 11.9 µM. 330,000 tested, 0.29% active; in the data active = inhibition above about 12%;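 note: 0% = vehicle wells of infected cells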
SR-BI uptake up = activators of SR-BI mediated DiI-HDL uptake, primary screen, ldlA[mSR-BI] CHO cells, DiI fluorescence; 320,000 tested, 0.096% active; 3 h; 100 = double the neutral-control signal; AID 504775, 2011; activation, % at 12.5 µM;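 active = mean replicate activation of at least 60% and every replicate at or above 60%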;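 note: 0% = median plate neutral-control signal and 100% = twice that signal; values of inactives mirror those of a sister screen read the other way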
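Assay system: CHO ldlA[mSR-BI] cells, LDL receptor-null, SR-BI overexpressing; medium: Ham's F12 with 0.5% BSA, HEPES 25 mM, pH 7.4; also added: DiI-HDL 10 µg/mL; timing: 3 h uptake period with compound, 37 °C; signal: DiI fluorescence, bottom read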
Active calls of the source: *; . = no result given. Outcome played no part in choosing rows. About 3.6% of those tested had a hit in this group.

SMILES	phage Ecoli inh	SR-BI DiI inh	Ecoli viability	MITF act	CAL PDZ FP-1	Tat transport	CAL PDZ FP-2	Wnt bcat act	AddAB inh	SR-BI uptake up
CCOC(=O)C1(CC2CC2)CCN(Cc2cc(Cl)c(O)c(OC)c2)CC1	2.5	5.7	2.5	0.2	.	-5.3	-0.4	-1.6	0.5	-5.7
COc1cc(OC)cc(C(=O)OCC(=O)NCc2ccc3c(c2)OCO3)c1	1.2	2.1	-0.6	-1.1	-0.4	-6.1	-3.3	-7.9	4.5	-2.1
CC1CCN(CCCN2C(=O)C3C(C(=O)Nc4ccc(Cl)cc4)C4C=CC3(O4)C2C(=O)NC2CCCCC2)CC1 (centres undefined)	-0.7	.	-2.8	0.0	-7.7	3.5	-0.2	-1.8	2.0	.
COc1cc(CN2CCN(c3ccccc3C)CC2)cc([N+](=O)[O-])c1O	-0.1	-46.6	-2.7	5.6	-4.2	-4.0	0.0	-0.7	0.2	46.6
COc1ccc(C(=O)N2CCN(S(=O)(=O)c3ccc(Cl)cc3)CC2)cc1OC	3.7	-0.6	-0.7	-3.5	0.0	-0.9	-1.6	0.6	-0.5	0.6
O=C(COc1ccc2ccccc2c1)N1CCN(C(=O)c2cccnc2)CC1	3.2	56.7	-3.4	-8.6	-0.4	-3.3	-1.3	-8.4	2.6	.
COCCn1cnnc1SCC(=O)Nc1cccc(S(=O)(=O)N2CCCCC2)c1	0.6	-13.6	-2.3	15.5	-4.0	-2.1	-3.4	-7.5	-0.4	13.6
CC(=O)C1=C(O)C(=O)N(c2ccc(Br)cn2)C1c1ccc(Br)cc1 (centres undefined)	1.9	-27.5	0.2	.	.	-2.1	-3.6	13.4	-0.5	27.5
CCN(CC)c1nc(NNC(=O)c2ccccc2)nc(N(CC)CC)n1	3.0	-5.2	.	7.2	-1.7	6.1	0.2	-2.4	.	5.2
O=C(COC(=O)c1ccc(Br)o1)Nc1cccc(S(=O)(=O)N2CCCCCC2)c1	1.3	-0.4	-2.7	-11.5	4.7	4.1	-3.2	.	2.0	0.4
COc1ccc(C(C(=O)NC2CCCCC2)N(C(=O)CCl)c2ccc(Cl)cc2)cc1 (centres undefined)	.	12.4	-0.5	-79.2	4.5	0.2	-1.1	.	6.2	-12.4
COC(=O)c1ccc(CSc2nc3c(cnn3-c3ccccc3)c(=O)[nH]2)o1	1.7	-4.5	-1.5	-7.6	-2.8	-4.0	-3.8	-2.0	-0.2	4.5

Just phage Ecoli inh and AddAB inh, for some of the entries so far:
Compound	phage Ecoli inh	AddAB inh
COC(=O)c1ccc(CSc2nc3c(cnn3-c3ccccc3)c(=O)[nH]2)o1	1.7	-0.2
CCN(CC)c1nc(NNC(=O)c2ccccc2)nc(N(CC)CC)n1	3.0	.
O=C(COC(=O)c1ccc(Br)o1)Nc1cccc(S(=O)(=O)N2CCCCCC2)c1	1.3	2.0

(continued)
SMILES	phage Ecoli inh	SR-BI DiI inh	Ecoli viability	MITF act	CAL PDZ FP-1	Tat transport	CAL PDZ FP-2	Wnt bcat act	AddAB inh	SR-BI uptake up
CC(C)Oc1ccccc1-c1cc(C(=O)N/N=C/c2cccnc2)c2ccccc2n1	2.8	35.6	1.4	-4.6	-4.1	-1.1	-3.5	-2.4	-0.6	-35.6
Cc1ccc(SCC(=O)N2CCCC2)cc1	1.2	-1.9	-3.3	52.5	-0.1	-2.0	-1.0	.	1.6	1.9
COc1ccc(NC(=O)C2CCCN2C(=O)NCc2ccccc2)cc1 (centres undefined)	2.8	-19.2	0.8	-5.4	-1.3	0.2	-0.8	0.1	3.3	19.2
CCCCN1C(N)=NC[C@@H]1CC1CCCCC1	1.1	-13.4	1.5	12.1	0.0	12.9	-0.7	-2.1	4.0	13.4
Cc1ccc(N(NC(=O)C(C)(C)O)C(=O)c2ccccc2)cc1C	3.5	-3.7	0.8	-8.3	-4.2	0.1	0.9	.	4.0	3.7
COc1ccc(NC(=O)c2ccc(C(=O)c3cc(OC)ccc3OC)cc2)cc1	.	41.4	0.1	22.7	-4.9	-3.2	-2.1	-3.4	2.2	-41.4
OC(CN1CCCCC1)CN(c1ccccc1)c1ccccc1 (centres undefined)	-0.5	.	-0.2	4.3	1.7	-5.0	-1.5	-0.3	0.2	.
COc1cc(NC(=O)c2nccnc2C(=O)O)cc(OC)c1	2.2	-7.8	-0.2	-7.3	.	-0.7	-1.1	-4.8	1.6	7.8
O=C(CSc1ccc(-c2ccco2)nn1)NCc1ccc2c(c1)OCO2	-1.1	8.4	0.9	6.6	-4.1	-2.4	-0.9	-1.2	1.0	-8.4
Cc1ccccc1N1CCN(C2CCCN(C(=O)CCN3CCCCC3=O)C2)CC1 (centres undefined)	-0.4	7.6	2.3	-3.6	-6.8	-3.0	0.4	0.2	2.9	-7.6
Cc1ccc(C(=O)C[n+]2ccc(-c3nnc4n3CCC4)cc2)cc1	1.3	-15.2	1.3	6.7	0.9	-4.8	-0.3	-0.1	1.2	15.2
CN(C)c1ccc(/C=C2\N=C(c3ccc(Cl)c([N+](=O)[O-])c3)NC2=O)cc1	0.3	50.2	1.6	-28.1	-3.0	4.3	-2.3	4.6	0.2	-50.2
COc1ccc(Cl)cc1-c1n[nH]c(=S)o1	1.2	2.9	-0.1	.	6.4	-3.1	-1.5	-2.9	1.8	-2.9
O=C(NNc1nc2ccccc2o1)c1ccccc1	-0.4	.	0.5	.	.	.	.	1.8	1.6	.
CCc1nnc(NC(=O)c2ccc(COc3ccccc3Cl)o2)s1	2.5	.	-0.8	.	-0.3	4.9	-1.4	0.5	2.4	.
Cc1n[nH]c(=S)n1/N=C/c1ccccc1OCc1ccc(Cl)cc1	4.5	64.0	-1.2	57.9	-8.8	0.4	0.9	.	-1.2	-64.0
COCCn1c(C)nnc1SCC(=O)NNC(=O)c1ccc(Br)cc1	-0.7	-24.9	.	1.3	-21.2	-6.9	0.2	1.1	.	24.9
COc1ccc(OC)c(-n2cc3c(=O)n(C)c(=O)n(C)c3c2)c1	2.2	42.3	0.9	.	.	-5.0	-1.3	.	4.3	-42.3
CC(C)C1Oc2ccccc2N(CC(=O)N(Cc2ccncc2)Cc2ccco2)C1=O (centres undefined)	0.0	-30.4	-0.6	.	-2.0	-0.6	.	-1.4	-0.9	30.4
COc1ccc(-c2cc(C(=O)Nc3cc(Br)ccc3O)no2)cc1	1.1	-7.6	0.1	30.6	-3.4	11.4	0.8	9.5	-0.3	7.6
COc1ccc(NC(=O)CSc2nc(=O)n(CCN3CCOCC3)c3c2CCC3)cc1	1.5	-11.7	-1.6	-4.7	-5.0	5.0	-0.7	0.2	0.2	11.7
CCOC(=O)c1c(-c2ccc(C)cc2)csc1/N=C(\C)C1=C(O)c2ccccc2C1=O	3.0	-13.8	-1.0	.	.	-1.8	-0.1	0.1	3.1	13.8
O=C(c1cc2sccc2n1Cc1ccc(F)cc1)N1CCCc2ccccc21	-2.2	3.2	-0.1	-14.7	-2.9	-4.2	-1.3	.	2.0	-3.2
CCc1nnc(NC(=O)c2ccc(COc3cccc(C)c3)o2)s1	2.3	.	-1.6	-9.4	0.7	-0.9	-4.5	-0.7	3.2	.
Cc1ccc2nc(C)cc(C(=O)OCC(=O)Nc3cccnc3Cl)c2c1	0.3	27.8	-0.6	1.6	3.0	-4.4	-1.7	0.5	0.3	-27.8
Cc1ccccc1NC(=O)Cc1nc(COC(=O)c2ccccn2)cs1	-3.0	-2.4	-0.4	-0.5	-3.0	4.6	-2.5	-2.7	4.1	2.4
COc1cccc(N2CCN(C(=O)c3oc4ccccc4c3NC(=O)CCc3cc(OC)no3)CC2)c1	6.8	24.6	3.3	0.1	-1.8	0.1	-0.7	-2.2	5.1	-24.7
CCN(Cc1ccccc1)C(=O)COC(=O)Cc1c[nH]c2ccccc12	0.4	-5.7	.	-5.1	-1.8	-0.3	-1.5	1.0	.	5.7
Cc1ccc(-n2c(C)c(C)c3c(NCCCO)ncnc32)cc1	-0.1	-8.4	.	72.9	-5.6	-5.1	0.4	10.3	.	8.4
COc1ccc(/C=C2\SC(=O)N(CCC(=O)NC3CCS(=O)(=O)C3)C2=O)cc1 (centres undefined)	1.7	-5.0	3.1	73.6	3.4	3.0	-0.4	14.8	0.1	5.0
CN(C)CCNC(=O)COc1cccc(Cl)c1	0.9	-12.2	-2.0	7.0	-4.0	-0.1	-1.0	.	3.8	12.2
COc1ccccc1CN1CCN(Cc2nc(-c3ccccc3)no2)CC1	2.2	-18.0	-2.2	12.9	.	11.0	-0.6	0.3	-2.0	18.0
Cc1ccc(NC(=O)CSc2ccc(-c3ccc(-n4cccn4)cc3)nn2)c(C)c1	-2.1	45.7	1.1	10.1	1.7	4.6	-0.2	7.0	0.3	-45.7
CC(Oc1ccc(Cl)cc1Cl)C(=O)NC(Cc1ccccc1)C(=O)O (centres undefined)	3.0	-4.8	.	1.7	-0.2	1.4	-1.2	-1.8	.	4.8
O=C(COC(=O)c1cccs1)Nc1nc(-c2ccccc2)cs1	3.4	-27.2	-2.1	9.7	-2.2	-9.1	0.7	2.7	-2.2	27.2
Cc1ccc(SCC(=O)Nc2ccc(N3CCN(C)CC3)c(F)c2)cc1	2.2	-32.0	-0.1	.	-4.4	1.1	-2.3	40.1*	2.6	32.0

As entered above.
CAL PDZ FP-2, CCOC(=O)C1(CC2CC2)CCN(Cc2cc(Cl)c(O)c(OC)c2)CC1 reads -0.4
phage Ecoli inh, CCOC(=O)c1c(-c2ccc(C)cc2)csc1/N=C(\C)C1=C(O)c2ccccc2C1=O reads 3.0

Further compounds follow:
SMILES	phage Ecoli inh	SR-BI DiI inh	Ecoli viability	MITF act	CAL PDZ FP-1	Tat transport	CAL PDZ FP-2	Wnt bcat act	AddAB inh	SR-BI uptake up
Fc1ccc(C2CCNCC2COc2ccc3c(c2)OCO3)cc1 (centres undefined)	6.3	-17.3	3.6	8.8	-3.1	-11.5	0.1	-0.4	2.0	17.3
CCn1c(CNC(=O)c2cccc(C)c2)nnc1SCC(=O)Nc1nnc(C)s1	-2.9	-6.1	-0.6	-14.9	-10.6	4.2	-0.1	-1.3	3.6	6.1
Cc1ccccc1Cn1cnc2c(cnn2C(C)(C)C)c1=O	2.7	3.6	3.5	12.7	-3.1	-5.5	0.3	.	3.5	-3.6
Cc1cc(C(=O)OCC(=O)NCc2cccs2)ccc1[N+](=O)[O-]	0.4	-3.4	-0.7	-15.5	.	-2.3	-0.8	-2.4	0.7	3.4
C(=N\Nc1ncnc2ccccc12)/c1ccccc1	2.6	-6.9	1.2	64.9	-0.4	-1.1	-2.7	-0.3	5.4	6.9
CCCCN1C(=O)c2ccc(C(=O)Nc3ccc(C)c(S(=O)(=O)N(C)C)c3)cc2C1=O	4.0	49.8	-1.4	-19.7	-3.9	7.6	-0.2	.	0.4	-49.8
CC1(C)OC(=O)C(=Cc2ccc(-c3ccc(S(N)(=O)=O)cc3)o2)C(=O)O1	5.0	-16.8	-1.7	-11.5	-3.1	9.6	0.6	0.4	-1.1	16.8

Assay outcomes from PubChem BioAssay.
